Screening data as filed in PubChem.
Glyco luc inh = increase of ERlucT glycosylation luciferase signal, primary screen, N-linked glycosylation inhibitor project, D54 ERlucT cells, luminescence, set 2 | D54 ERlucT glycosylation luciferase reporter, 24 h; percent of 100 nM tunicamycin response | reporter increase, % at 12.5 µM | actives 0.23% (n = 360,000);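 active = mean luciferase reporter signal, scaled so untreated is 0 and the glycosylation-blocking control 100, at or above a set limit in every replicate; inconclusive = mean reaches the limit but not every replicate does; inactive = mean below the limit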;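 note: luciferase carries N-glycosylation sites so blocking glycosylation raises the light; 0% = median of neutral control wells and 100% = median of 100 nM tunicamycin wells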
Vif imaging = HIV Vif self-association inhibitors, primary screen, imaging, HEK293T, single point. inhibition, % at 7.49 µM. actives 0.35% (n = 340,000). HEK293T cells, Vif self-association by quenched fluorescence, 24 h. AID 602346, 2012; in the data active = inhibition above about 50%, passing the limit was not always enough; inconclusive = no clear call, values can overlap the other calls; inactive = below about 31%; note: some results filed as inactive read as strong as hits
ABCB6 inh MLPCN = ABCB6 transporter inhibitors, primary screen, K562-ABCB6 cells, flow cytometry, MLPCN library; K562-ABCB6 porphyrin accumulation, 1 h; hits give low values; fluorescence ratio to DMSO, % at 10 µM; actives 0.19% (n = 360,000); AID 602162, 2011;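 active = fluorescence ratio to DMSO below 75%, the collection mean minus 3 SD; inconclusive = too few cells collected in the well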;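 note: signal is porphyrin accumulated inside mitochondria; 100% equals median channel fluorescence of DMSO control wells; lower ratio means ABCB6 inhibition with less porphyrin fluorescence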
CaV13 FRET inh = Primary screen for inhibitors of IQ motif and Ca2+-dependent inactivation inhibitor domain binding in CACNA1D, Förster resonance energy transfer in living cells, …; HEK cells, CFP/YFP FRET ICDI-IQ, plate reader, 10 min; percent FRET-ratio fall versus neutral wells; inhibition, % at 12.3 µM; actives 0.098% (n = 340,000);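 active = mean replicate inhibition of at least 30% and at least 1% of replicates passing that level; inconclusive = only one of the two criteria is met; inactive = neither criterion is met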;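 note: 0% = median of the neutral control wells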
MC4R ag barr = MC4R agonists recruiting beta-arrestin, primary screen, cell-based, luminescence, agonist arm of biased-ligand search; U2OS MC4R beta-arrestin complementation; percent of melanotan II response, DMSO zero; actives 0.98% (n = 360,000); activation, % at 8.9 µM;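 active = activation above a per-plate cutoff, the mean activation of sample wells on that plate plus 3 SD, cut at about 8% in these data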
Target sequence (P32245 whole entry, looked up): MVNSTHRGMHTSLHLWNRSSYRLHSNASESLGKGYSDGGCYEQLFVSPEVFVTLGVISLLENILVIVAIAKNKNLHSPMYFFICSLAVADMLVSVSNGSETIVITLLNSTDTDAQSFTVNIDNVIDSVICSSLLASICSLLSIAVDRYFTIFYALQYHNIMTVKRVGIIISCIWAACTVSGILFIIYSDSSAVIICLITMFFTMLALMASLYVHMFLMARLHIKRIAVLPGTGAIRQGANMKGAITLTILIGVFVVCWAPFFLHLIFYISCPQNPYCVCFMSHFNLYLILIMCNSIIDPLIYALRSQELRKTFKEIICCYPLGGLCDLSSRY
HTR2A ag = mouse Htr2a agonists via beta-arrestin recruitment, primary screen, cell-based, luminescence. activation, % at 7.6 µM. 5-hydroxytryptamine receptor 2A (Mus musculus), P35363. actives 0.66% (n = 360,000). AID 624169, 2012. CHO-K1 mHTR2A beta-arrestin complementation; percent of 30 µM serotonin response;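 active = activation above a run cutoff, the mean activation of all tested compounds plus 3 SD, cut at about 14% in these data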;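 note: 0% = plate median of compound wells and 100% = 30 µM serotonin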
Target sequence (P35363 whole entry, looked up): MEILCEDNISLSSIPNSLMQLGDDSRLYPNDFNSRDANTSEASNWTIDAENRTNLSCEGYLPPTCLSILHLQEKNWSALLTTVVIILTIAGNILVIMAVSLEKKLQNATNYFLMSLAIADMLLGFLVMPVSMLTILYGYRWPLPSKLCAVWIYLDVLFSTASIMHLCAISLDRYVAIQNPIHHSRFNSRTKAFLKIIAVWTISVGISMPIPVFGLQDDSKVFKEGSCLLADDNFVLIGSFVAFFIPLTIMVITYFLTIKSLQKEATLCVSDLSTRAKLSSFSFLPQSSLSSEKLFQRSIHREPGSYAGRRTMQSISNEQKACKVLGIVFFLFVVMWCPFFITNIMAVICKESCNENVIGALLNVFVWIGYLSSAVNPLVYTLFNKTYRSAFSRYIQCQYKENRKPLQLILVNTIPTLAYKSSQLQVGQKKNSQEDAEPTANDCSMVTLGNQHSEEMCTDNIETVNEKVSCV
H9c2 protect = cardioprotection against H2O2-induced cell death, primary screen, uHTS, H9c2 cells, ATPLite luminescence. H9c2 cardiomyocytes, H2O2 injury protection, 2 h. protection from H2O2 cell death, % at 20 µM. actives 0.63% (n = 360,000);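 active = compounds giving at least 50% protection of heart cells from peroxide-induced death in the single-dose screen, raw or plate-pattern-corrected value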;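 note: 0% = DMSO wells with peroxide and 100% = DMSO wells without peroxide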
MC4R antagonist = MC4R antagonists of cAMP signaling, primary screen, cell-based, TR-FRET, antagonist arm of biased-ligand search; Melanocortin receptor 4 (Homo sapiens), P32245; MC4R-expressing cells, MTII-stimulated cAMP, LANCE TR-FRET; inhibition, % at 6.5 µM; actives 0.48% (n = 360,000); AID 540295, 2011;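 active = inhibition above its plate's cutoff, the mean of tested wells on that plate plus 3 SD, cut at about 29% in these data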;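 note: 0% = Melanotan II alone and 100% = Melanotan II plus saturating MCL0020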
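System: U2OS-MC4R stable cell line; Technique: Eu-cAMP/anti-cAMP TR-FRET, emission 671 nm; Repeats: single well per compound; Also added: Melanotan II; Dosing: one concentration, 6.5 µM nominal; Schedule: 30-min compound, 1-h challenge, 1-h detection, room temperature.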
PDI turbidity = inhibitors of human PDI, primary screen, biochemical, turbidity, single point, plate reader. actives 0.052% (n = 350,000). PDI insulin aggregation turbidity, A650, 90 min. Protein disulfide-isomerase (Homo sapiens), P07237. inhibition, % at 10 µM;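 active = mean inhibition across replicates of 30% or more, whatever share of single replicates reach that level; inconclusive = mean inhibition below 30% while every single replicate reaches 30%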;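 note: absorbance from insulin aggregation driven by PDI reduction with DTT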
aDG glyco up = activators of alpha-DG glycosylation, primary screen, uHTS, Pro5-aDG cells, AlphaScreen; alpha-DG glycosylation AlphaScreen (IIH6); 0% Pro5, 100% B10-LARGE cell signal; actives 0.22% (n = 360,000); AID 624168, 2012; activation, % at 10 µM;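 active = activation of at least 8% versus controls, or a plate z-score of at least 8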;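 note: Pro5 are CHO cells carrying HIG-tagged alpha-DG that lacks glycosylation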
* hit, by the source's call; ? = inconclusive; · = not tested or not shown; & = joins results of further samples. The order is random; 3.6% or so of the library scored in one or more.

SMILES	Glyco luc inh	Vif imaging	ABCB6 inh MLPCN	CaV13 FRET inh	MC4R ag barr	HTR2A ag	H9c2 protect	MC4R antagonist	PDI turbidity	aDG glyco up
Cc1ccc(N(CC(=O)N2CCOCC2)S(=O)(=O)c2ccccc2)cc1	2.0	7.0	91.0	-4.8	-0.3	-4.5	-2.0	3.1	-9.1	0.2
Cc1nc2scc(C)n2c(=O)c1S(=O)(=O)NCC1CCN(Cc2ccc(F)cc2)CC1	-2.7	-3.5	98.0	-13.9	-1.4	-1.7	-1.0	-3.5	7.1	-0.1
Cc1nnc(SCC(=O)NC2CCCCC2C)s1 (configuration not stated)	1.7	-4.2	92.0	11.9	2.2	-1.1	2.4	1.5	-6.3	-0.1
O=C(NCc1ccccc1)C1=C[C@@H](c2ccccc2)C[C@@H](OCc2ccc(CO)cc2)O1	-2.9	7.7	96.0	-5.5	-1.3	-2.0	5.5	-0.6	-4.0	-0.2
O=C(Nc1ccc2c(c1)OCCO2)C1c2ccccc2OCC(=O)N1Cc1ccccn1 (configuration not stated)	·	·	91.0	-5.4	·	8.8	·	·	·	0.1
COc1cccc(OC)c1OCc1cc(C2C3CCCC=C3C(C#N)=C(N)C2(C#N)C#N)c(C)cc1C (configuration not stated)	-1.7	-1.6	93.0	-4.9	-0.6	7.5	-14.2	1.1	-3.0	0.7
CCc1ccccc1NC(=O)c1nnn(CC(=O)Nc2cccc(C)c2)c1N	-1.6	-5.1	88.0	-4.7	-1.7	3.7	2.5	2.1	-1.8	0.0
CCS(=O)(=O)c1ccc(O)c(NC(=O)Nc2ccccc2)c1	0.4	4.7	90.0	·	1.0	5.5	-1.3	-1.5	-1.6	-0.1
O=C(COc1ccc(S(=O)(=O)NCc2ccccc2)cc1Cl)N1CCOCC1	0.9	11.0	98.0	-5.1	-2.1	-0.7	-4.0	1.2	-0.1	0.0
COc1ccc(-c2noc(C3CCCN(S(=O)(=O)c4cccc(Cl)c4)C3)n2)cc1OC (configuration not stated)	-2.4	5.9	95.0	-8.8	0.7	1.8	0.8	2.1	-4.3	0.0
COc1cc(C2NC(=O)C(C#N)=C(S)N2c2ccc(C)cc2)ccc1OC(C)C (configuration not stated)	0.6	2.7	102.0	0.3	-3.5	0.5	-4.9	-0.8	-7.6	0.1
CCC(=O)N1CCN(c2ccc(NC(=O)c3ccco3)cc2)CC1	-3.7	-1.6	96.0	0.1	-1.1	4.7	-5.4	5.9	11.0	0.0
Cc1cccn2c(=S)[nH]nc12	-0.4	9.2	99.0	-10.6	-1.3	5.2	-0.9	8.7	0.7	0.2
O=C(CCN1C(=O)C2CCCCC2C1=O)N1CCN(S(=O)(=O)c2cccc(F)c2)CC1 (configuration not stated)	-0.6	·	100.0	-5.2	-3.1	4.1	2.0	0.7	2.4	-0.2
CC(=O)Nc1nonc1NC(=O)CSc1nc2ccccc2o1	1.4	-43.7	100.0	-8.3	0.4	-5.2	4.4	10.3	-4.0	0.0
Cc1cccc(C(O)C(O)c2cccc(C)n2)n1 (configuration not stated)	0.9	?	99.0	-5.7	-0.6	5.7	7.0	-4.8	-0.5	0.2
COCCN(C(=O)c1ccc(-c2ccc(Cl)cc2)o1)c1c(N)n(CC(C)C)c(=O)[nH]c1=O	-0.3	-1.9	90.0	-6.0	-1.9	-0.6	7.3	3.1	17.2	0.5
CCC(c1nnnn1C(C)(C)C)N(Cc1ccco1)Cc1cc2cccc(C)c2[nH]c1=O (configuration not stated)	-4.4	-13.4	99.0	-4.7	-1.4	1.6	2.5	15.0	0.3	-0.2
CCOc1ccc(OCc2cccc(C(=O)N3CCOCC3)c2)cc1	-9.4	-9.2	97.0	-4.8	0.5	-6.7	-13.4	0.8	1.9	0.3
COc1cc(/C=N/NC(=O)c2ccc(N3CCCC3=O)cc2)ccc1O	7.0	4.5	89.0	·	1.0	3.6	-1.3	2.6	-2.1	0.0
CCC(=O)N(Cc1ccccc1)c1ccccn1	2.0	-1.9	96.0	·	-2.2	0.9	5.3	9.5	1.9	-0.1
O=C(NCCCO)c1ccc2nc(-c3ccco3)c(-c3ccco3)nc2c1	-1.4	-12.4	101.0	-151.1	-0.5	1.6	7.3	-19.7	5.9	0.8
Cc1cnc([N+](=O)[O-])n1CCOC(=O)NC(=O)c1ccccc1Cl	-1.7	8.8	102.0	-6.7	-1.1	-3.0	10.7	7.5	-0.1	-0.3
CCOc1cc(/C=C2\CCCc3c2nc2ccccc2c3C(=O)O)ccc1OC	2.1	26.5	96.0	4.8	-2.3	5.8	-1.9	-4.0	-16.1	0.0
CC(C(=O)NC1CCCC1)N(C(=O)CS(=O)CC(=O)Nc1ccc(F)cc1)c1ccc2c(c1)OCCO2 (configuration not stated)	0.4	3.5	90.0	-6.2	-2.1	-1.5	8.6	6.3	-0.1	0.1
Cc1cc(Br)cn2c(CC(C)(C)C)c(-c3cccc(Cl)c3)nc12	-1.4	·	100.0	-5.0	·	10.2	-6.9	·	·	-0.1
O=C(CCN1C(=O)c2ccccc2C1=O)Nc1ccccn1	0.3	-5.5	110.0	·	0.1	3.1	7.4	0.0	0.7	0.1
Cc1ccc(S(=O)(=O)N2CCN=C2SCc2ccccc2)cc1	0.3	-6.6	101.0	-2.3	-1.1	-6.4	-1.0	-5.2	9.6	-0.1
O=C(c1cn(CC(=O)N2CCCC2)c2ccccc12)C1CCCCC1	0.6	13.4	97.0	-5.1	-0.9	-0.8	0.6	3.6	-6.6	0.1
CCc1nc2ccc(C(=O)Nc3cccc(OCC(=O)N(C)C)c3)cn2c1N(C=O)Cc1ccc(OC)cc1	-1.1	12.4	96.0	-4.7	-0.3	-2.6	-3.3	6.9	-17.2	0.0
Cc1cc(C)cc(OCC(=O)Nc2ccc3c(c2)C(=O)c2ccccc2C3=O)c1	-0.3	4.5	105.0	-5.7	1.9	-3.6	9.5	18.4	-14.6	0.1
Cc1nnc(SCC(=O)NNC(=O)COc2ccc(Cl)cc2)s1	2.0	-3.0	95.0	-8.1	-3.4	2.1	-0.9	-1.1	-2.3	0.0
O=c1cc(-c2ccccc2)c2cc(Cl)ccc2[nH]1	0.1	-2.5	99.0	-20.2	6.5	0.4	-6.9	-1.3	-3.9	0.2
Cc1cc(=O)n2nc(N3CCCC3C(=O)NCc3ccccn3)sc2n1 (configuration not stated)	0.6	-17.0	100.0	-5.3	-0.6	-1.2	1.6	14.9	9.8	-0.2
COc1cccc(-n2nnnc2SCC(=O)N2CCCc3ccccc32)c1	-4.8	-1.2	99.0	·	0.1	0.7	5.8	6.6	-10.7	0.0
O=C1CCCC/C=C\C[C@H](CC(=O)N(CCO)Cc2ccccc2)C(=O)NC[C@H](c2ccccc2)O1	4.3	-3.6	97.0	-8.4	1.5	2.6	13.9	6.9	5.5	0.1
CN(CC(O)CN1CCOCC1)S(=O)(=O)O (configuration not stated)	0.7&0.6	2.1&-11.5	97.0&101.0	-1.8&2.7	0.3&1.1	7.3&-0.7	-1.6&3.5	1.4&4.8	3.8&-6.2	-0.1&-0.2
Cc1nnc(SCC2=C(C(=O)O)N3C(=O)C(NC(=O)COc4ccccc4)C3SC2)s1 (configuration not stated)	2.4	-4.4	93.0	-13.7	-2.0	4.1	5.7	-1.2	10.7	-0.2
O=C(NCc1ccccc1F)C1CCCN1C(=O)Nc1cccc(F)c1 (configuration not stated)	1.8	-2.1	99.0	-4.7	-1.6	9.7	10.7	1.4	-8.7	0.1
c1ccc(-c2noc(CN3CCN(c4ccccc4)CC3)n2)cc1	0.3	6.8	99.0	-11.2	-0.2	-3.9	-18.3	5.2	·	3.5
COc1ccc(CC(=O)NNS(=O)(=O)c2ccccc2[N+](=O)[O-])cc1OC	0.1	2.8	98.0	-4.7	-2.1	2.4	8.5	14.4	2.0	-0.1
Cc1sc(NC(=O)C2=COCCO2)nc1-c1ccc(Cl)cc1	2.6	·	93.0	-5.7	2.2	-3.6	-10.1	15.3	3.2	0.1
O=C(NCCc1ccc(Cl)cc1)C1CCC(CNc2c(N3CCCCC3)c(=O)c2=O)CC1 (configuration not stated)	1.2	7.3	103.0	-5.6	-1.2	-1.6	-9.4	0.4	4.8	-0.3
Cc1ccc(SCCNC(=S)Nc2cc(C)cc(C)c2)cc1	1.9	0.3	89.0	·	0.8	-5.2	-21.7	-1.0	-1.0	0.4
COc1cccc(OCc2cc(C(=O)NCc3ccc4c(c3)OCO4)no2)c1	1.0	-5.0	89.0	-6.2	-1.6	2.6	-2.6	1.6	-4.5	-0.2
COc1cccc(NC(=O)CN(c2cccc(C(F)(F)F)c2)S(C)(=O)=O)c1	-0.7	-2.0	99.0	-4.2	-1.1	2.3	-4.2	0.5	-3.2	0.5
Cc1nc2c(C(=O)NCCC(C)C)c[nH]n2c(=O)c1Cc1ccccc1F	4.1	·	102.0	·	4.5	13.2	-12.1	15.6	-2.9	0.1
Cc1ccc(S(=O)(=O)N(C)C)cc1NC(=O)COC(=O)CCCOc1ccccc1	·	·	97.0	-2.4	-3.1	7.2	-5.3	5.0	-1.2	-0.3

A draw from above in order of count of non-hydrogen atoms, smallest number first.
SMILES	Glyco luc inh	Vif imaging	ABCB6 inh MLPCN	CaV13 FRET inh	MC4R ag barr	HTR2A ag	H9c2 protect	MC4R antagonist	PDI turbidity	aDG glyco up
Cc1ccc(SCCNC(=S)Nc2cc(C)cc(C)c2)cc1	1.9	0.3	89.0	·	0.8	-5.2	-21.7	-1.0	-1.0	0.4
O=C(NCc1ccccc1F)C1CCCN1C(=O)Nc1cccc(F)c1 (configuration not stated)	1.8	-2.1	99.0	-4.7	-1.6	9.7	10.7	1.4	-8.7	0.1
Cc1nnc(SCC2=C(C(=O)O)N3C(=O)C(NC(=O)COc4ccccc4)C3SC2)s1 (configuration not stated)	2.4	-4.4	93.0	-13.7	-2.0	4.1	5.7	-1.2	10.7	-0.2
